# CSM14.1 death rescue – protection against thapsigargin-triggered cell killing – 384-well, CSM14.1, ATP luminescence, primary screen (AID 1222); CSM14.1 thapsigargin-induced death rescue, ATP luminescence; higher % means a stronger effect; cellular ATP content (survival), % at 20 µM; hits with a dose series show EC50 in µM; 190,000 tested, under 10 active;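 active = EC50 below 50 µM in the dose-response confirmation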;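 note: death triggered by thapsigargin at about 15 µM added after 2 h compound pretreatment; cell ATP read after overnight thapsigargin exposure of roughly 18 to 22 hours; normalized against plate controls of thapsigargin alone and 5% DMSO vehicle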
# LYP phosphatase – PTPN22 lymphoid phosphatase activity blockers – biochemical, fluorescence intensity, uHTS (AID 1779) | inhibition, % at 11.5 µM, or IC50 in µM where a hit was titrated | recombinant LYP phosphatase, fluorescence intensity; higher % means a stronger effect | 290,000 compounds, 0.054% hits; in the data active = inhibition above about 50%;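 note: plate controls were vehicle with enzyme for no effect and no enzyme for full effect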
# SV40 large T antigen – TAg ATPase/helicase activity blockers – biochemical (AID 1903). 310,000 compounds, 0.39% hits. SV40 large T antigen ATPase/helicase inhibition assay; higher % means a stronger effect. one-dose inhibition, % at 20 µM; IC50 in µM for titrated hits; in the data active = a potency from the dose series; inconclusive = inhibition mostly from about 32% at the one dose, without a potency; inactive = the rest, 99 in 100 with inhibition below about 32%; note: strong numbers were not always called active
# GPR35 antagonists – inhibition of zaprinast-stimulated GPR35 beta-arrestin translocation – imaging, U2OS, beta-arrestin-GFP, zaprinast agonist, primary screen (AID 2058). U2OS GPR35 beta-arrestin-GFP translocation imaging, zaprinast antagonism; higher % means a stronger effect. inhibition, % at 10 µM, or IC50 in µM where a hit was titrated. 290,000 compounds, 0.052% hits;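 active = inhibition of at least 50% with at least 30 cells and total cytoplasm GFP at most 10,000,000; inconclusive = under 30 cells or total GFP of 10,000,000 plus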
# MgcRacGAP inhibition – MgcRacGAP GTPase-activating activity inhibitors, confirmation, biochemical, ADP Hunter fluorescence; MgcRacGAP-stimulated Rac1 GTP hydrolysis, ADP Hunter fluorescence; higher % means a stronger effect; GST-tagged Rac1 F28L mutant substrate; inhibition, % at 30 µM, or IC50 in µM where a hit was titrated; 340,000 compounds, 0.6% hits;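 active = first-screen hits whose inhibition reached a set limit at any dose in the follow-up dose series; inconclusive = inhibition above the set first-screen limit but never retested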;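 note: fluorescence reports GDP produced by GAP-driven GTP hydrolysis; strong numbers were not always called active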
# West Nile antiviral – West Nile virus antiviral activity, cell-based, CPE readout (AID 1621) | West Nile virus-infected cells, CPE inhibition; higher % means a stronger effect | 290,000 compounds, 0.02% hits | CPE inhibition, % at 10 µM, or IC50 in µM where a hit was titrated; in the data active = a potency from the dose series; inconclusive = CPE inhibition mostly from about 3.7% at the one dose, without a potency; inactive = the rest, 99 in 100 with CPE inhibition below about 2.2%; note: strong numbers were not always called active
# NS5 inhibitors – flavivirus cap methylation enzyme inhibition – biochemical, confirmation dose response, primary screen (AID 588689); inhibition, % at 25 µM, or IC50 in µM where a hit was titrated; 340,000 compounds, 0.3% hits; Dengue-2 NS5 methyltransferase capping enzyme assay, biochemical; higher % means a stronger effect; in the data active = a potency from the dose series; inconclusive = inhibition above about 29% without an active follow-up result
# PhoP inhibition – inhibitors of PhoP regulon expression, primary screen, Salmonella Typhimurium, GFP reporter (AID 1863); S. Typhimurium PhoP-regulated promoter GFP reporter, 4 h; higher % means a stronger effect; one-dose inhibition, % at 50 µM; IC50 in µM for titrated hits; 300,000 compounds, 0.16% hits;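 active = inhibition over 29.93%, a cutoff 3 SD above the screen mean, later confirmed by dose response; inconclusive = inhibition over 29.93% but no dose response follow-up; inactive = inhibition at most 29.93% or unconfirmed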;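 note: 0% = low Mg2+ inducing control and 100% = high Mg2+ repressing control; strong numbers were not always called active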
# RSV antiviral HEp-2 – inhibition of RSV-induced cytopathic effect – HEp-2 cells, primary 10 µM value included (AID 2391) | HEp-2 cells, RSV-induced CPE inhibition; higher % means a stronger effect | CPE inhibition, % at 10 µM; hits with a dose series show IC50 in µM | 310,000 compounds, 0.13% hits; in the data active = a potency from the dose series; inconclusive = CPE inhibition mostly from about 23% at the one dose, without a potency; inactive = the rest, 99 in 100 with CPE inhibition below about 21%; note: strong numbers were not always called active
# NS5 inhibitors pilot replicate – also measured in NS5 inhibitors; calls as there; inhibition, %; measured here: pilot screen replicate inhibition
# Starred values were filed as active, the others as inactive; ? = inconclusive; nt = not tested or not shown.
SMILES,CSM14.1 death rescue,LYP phosphatase,SV40 large T antigen,GPR35 antagonists,MgcRacGAP inhibition,West Nile antiviral,NS5 inhibitors,PhoP inhibition,RSV antiviral HEp-2,others
Cc1onc(-c2ccccc2)c1C(=O)OCC(=O)Nc1ccc2c(c1)OCO2,2.6%,-1%,21%,-2%,11%,0.3%,-5%,-6%,-0.2%,
O=c1c(O)c(-c2ccc3c(c2)OCO3)oc2ccccc12,0.2%,-6%,22%,0%,1%,-0.4%,-9%,-2%,1.6%,
CCOC(=O)c1ccc2c(c1)nc(SCC(=O)c1ccco1)n2CC,-0.4%,-6%,11%,0%,7%,0.5%,7%,10%,0.7%,
Cc1ccc(C)c(N2CCN(C(=O)CCC(=O)Nc3nnc(CC(C)C)s3)CC2)c1,nt,-10%,9%,-5%,13%,-0.7%,0%,1%,6.3%,
COc1ccc2ccccc2c1/C=N/O,-1.8%,-4%,0%,-1%,6%,0.1%,2%,3%,2.6%,
NC1=NC(=O)/C(=C/c2cccc(-c3ccc(S(N)(=O)=O)cc3)c2)S1,nt,-13%,13%,-3%,5%,-0.6%,1%,-1%,1.4%,
COc1ccc(N(C(=O)c2ccco2)C(C(=O)NC2CCCC2)c2ccc(OC)c(OC)c2)cc1 (stereo not drawn),nt,-2%,7%,-4%,4%,0.0%,-4%,7%,0.7%,
CCOC(=O)c1sc(Nc2ccccc2)nc1C,-1.1%,1%,2%,2%,14%,0.3%,-4%,11%,20%,
C=CCc1c(C)nc(N)[nH]c1=O,0.3%,-3%,8%,-9%,3%,-0.6%,-8%,0%,1.8%,
COC(=O)c1cc(OC)c(OC)cc1NC(=O)C1CCC(=O)N1S(=O)(=O)c1ccc(C)cc1 (stereo not drawn),-2.7%,-2%,7%,-2%,6%,0.0%,4%,-12%,0.7%,
Cc1cc(Nc2cccc(F)c2)n2nc(C)nc2n1,0.4%,-8%,3%,-4%,8%,-0.2%,-6%,4%,-0.2%,
Fc1ccc(OCc2nnc(-c3ccccc3Br)o2)c(Cl)c1,nt,-4%,17%,4%,1%,-1.0%,-3%,-1%,4.7%,
Cc1ccc(CC(=O)N(C)CC(=O)N(CC(C)C)c2c(N)n(CC(C)C)c(=O)[nH]c2=O)cc1C,nt,nt,9%,nt,13%,nt,-6%,-7%,-2.0%,
COC(=O)c1c(C)oc(C)c1S(=O)(=O)N1CCCC1,nt,-6%,14%,-1%,7%,0.5%,-4%,3%,0.3%,
CCCCC[C@H]1CN(Cc2ccc(OC)cc2)C(=O)[C@@H]1CC(=O)NCc1ccccc1,nt,-4%,21%,3%,5%,-1.6%,-8%,-1%,2.4%,
COCCCNCCCOc1ccc(C(C)(C)c2ccccc2)cc1,-2.7%,-5%,14%,3%,?,-0.9%,-1%,-1%,-1.0%,
COc1cccc(NC(=O)c2ccc3nsnc3c2)c1,nt,-4%,2%,-2%,8%,-0.7%,-3%,0%,0.5%,
Cc1cc(S(=O)(=O)N2CCOCC2)ccc1OCC(=O)NCc1ccco1,nt,-6%,3%,-14%,5%,-0.1%,-1%,1%,0.1%,
Cc1cccc(/C=N/NC(=O)c2ccc(NC(=O)c3ccc(F)cc3)cc2)n1,nt,-7%,8%,2%,4%,0.1%,-16%,-2%,4.4%,
CCCn1c(N)c(N(CCOC)C(=O)c2cccc(Cl)c2)c(=O)[nH]c1=O,nt,-7%,1%,15%,3%,0.2%,-1%,3%,1.4%,

# The last three entries of the part above come first, to join the parts.
SMILES,CSM14.1 death rescue,LYP phosphatase,SV40 large T antigen,GPR35 antagonists,MgcRacGAP inhibition,West Nile antiviral,NS5 inhibitors,PhoP inhibition,RSV antiviral HEp-2,others
Cc1cc(S(=O)(=O)N2CCOCC2)ccc1OCC(=O)NCc1ccco1,nt,-6%,3%,-14%,5%,-0.1%,-1%,1%,0.1%,
Cc1cccc(/C=N/NC(=O)c2ccc(NC(=O)c3ccc(F)cc3)cc2)n1,nt,-7%,8%,2%,4%,0.1%,-16%,-2%,4.4%,
CCCn1c(N)c(N(CCOC)C(=O)c2cccc(Cl)c2)c(=O)[nH]c1=O,nt,-7%,1%,15%,3%,0.2%,-1%,3%,1.4%,
Clc1ccc(CN2C3=NCCN3c3ccccc32)cc1Cl,-2.6%,-6%,22%,-8%,15%,0.3%,-8%,28%,0.1%,NS5 inhibitors pilot replicate=3.0
Cc1sc2nc(CSC(C)C(=O)N(C)CC(=O)Nc3ccccc3C(F)(F)F)[nH]c(=O)c2c1C (stereo not drawn),nt,nt,17%,nt,6%,nt,-9%,-10%,-1.9%,
CN(C)/C=C(\C=O)c1ncc(C(F)(F)F)cc1Cl,-0.8%,2%,8%,-9%,-3%,0.5%,-7%,-8%,-0.9%,
Cn1c2ccccc2c(=O)c2c(=O)n(Cc3ccco3)c(COc3ccccc3)nc21,0.6%,13%,21%,3%,10%,-1.2%,-10%,-17%,21µM*,
CCOC(=O)N1CCC(NC(=O)CCc2nc(-c3ccc(C)cc3)no2)CC1,-1.3%,-2%,4%,5%,3%,-0.2%,-6%,1%,0.6%,
Cc1ccc(CNC(=O)C2CCCN(S(=O)(=O)c3ccc(F)cc3)C2)cc1 (stereo not drawn),nt,-6%,-2%,-2%,-1%,-0.3%,-23%,0%,0.6%,
CCOc1ccc(N(C)Cc2cc(=O)oc3ccc(OCC)cc23)cc1,nt,-2%,20%,-4%,8%,-0.5%,0%,9%,7.7%,
CC(=O)Nc1c(O)nc(SCc2ccc(Cl)cc2)[nH]c1=O,-1.7%,-1%,7%,-12%,7%,0.7%,3%,-15%,0.7%,
Cn1c(=O)c2c(nc(OC/C=C/c3ccccc3)n2C)n(C)c1=O,nt,nt,nt,nt,8%,-0.1%,1%,nt,0.9%,
CC(C)C1OC2c3cccc4cccc(c34)C2N1c1ccccc1 (stereo not drawn),-3.6%,-5%,3%,0%,8%,0.7%,6%,-2%,1.6%,
O=C(NCc1ccc(F)cc1)C(Cc1ccccc1)NS(=O)(=O)c1cccs1 (stereo not drawn),0.5%,-2%,2%,-3%,3%,-0.5%,-1%,-5%,-1.6%,
O=C(/C=C/NCc1ccc(F)cc1)c1ccccc1,-2.3%,1%,10%,-3%,10%,-0.7%,2%,1%,2.0%,
CC(=O)c1cccc(N(CC(=O)NC2CCCCC2)C(=O)Cn2nnc(-c3ccccc3)n2)c1,nt,0%,5%,-5%,6%,-0.2%,9%,-6%,-0.5%,
CCC1Oc2ccccc2N(CC(=O)NC2CCCCC2C)C1=O (stereo not drawn),nt,-13%,7%,-5%,-13%,2.3%,2%,14%,-0.3%,
CSCCC(NC(N)=O)C(=O)NCc1ccc(Cl)cc1 (stereo not drawn),-2.8%,-9%,8%,0%,7%,-0.2%,-1%,6%,1.4%,
CCOC(=O)c1cnn(-c2ccccc2)c1-c1ccccc1,-4.4%,-10%,11%,15%,6%,0.2%,0%,-3%,1.2%,
CCOC(=O)c1cnc(SCc2ccc(C(C)(C)C)cc2)nc1N,0.2%,-1%,9%,-14%,3%,-0.5%,3%,13%,?,
CCc1ccc(NC(=O)N2CCN(c3ccccc3)CC2)cc1,1.1%,0%,14%,-6%,3%,-2.1%,nt,-13%,9.0%,
Cc1ccccc1NCCNc1ccccc1C,-1.1%,-6%,12%,-8%,9%,1.1%,-1%,-9%,-1.6%,
COC(=O)c1ccc(OCC(=O)NC2CCCCCC2)cc1,nt,-12%,2%,6%,9%,0.1%,3%,-1%,5.0%,

# Compounds from the list above with a CF3 group (2):
SMILES,CSM14.1 death rescue,LYP phosphatase,SV40 large T antigen,GPR35 antagonists,MgcRacGAP inhibition,West Nile antiviral,NS5 inhibitors,PhoP inhibition,RSV antiviral HEp-2,others
Cc1sc2nc(CSC(C)C(=O)N(C)CC(=O)Nc3ccccc3C(F)(F)F)[nH]c(=O)c2c1C (stereo not drawn),nt,nt,17%,nt,6%,nt,-9%,-10%,-1.9%,
CN(C)/C=C(\C=O)c1ncc(C(F)(F)F)cc1Cl,-0.8%,2%,8%,-9%,-3%,0.5%,-7%,-8%,-0.9%,

# (next part)
SMILES,CSM14.1 death rescue,LYP phosphatase,SV40 large T antigen,GPR35 antagonists,MgcRacGAP inhibition,West Nile antiviral,NS5 inhibitors,PhoP inhibition,RSV antiviral HEp-2,others
Cc1ccc(C)c(CSc2nnc(-c3cccnc3)n2N)c1,2.5%,-9%,-1%,4%,4%,0.7%,-7%,-2%,0.7%,NS5 inhibitors pilot replicate=-4.4
CN(C)S(=O)(=O)c1ccccc1C#N,2.4%,-10%,6%,2%,8%,0.2%,1%,22%,1.8%,
Cc1ccccc1C(=O)N1CCN(c2ccccn2)CC1,-3.5%,-5%,2%,2%,13%,-0.2%,2%,-5%,2.4%,
CC(=O)Nc1ccc(Cl)cc1C(=O)O,nt,2%,0%,5%,7%,0.3%,2%,2%,1.6%,
COc1ccc(C(CNC(=O)c2ccc(S(=O)(=O)N(C)C)cc2)N2CCCC2)cc1 (stereo not drawn),0.6%,-4%,2%,-12%,-5%,-0.2%,-1%,-3%,0.9%,
CCc1ccc(OCCCC(=O)NCc2ccccc2)cc1,-7.5%,0%,13%,-15%,12%,-0.8%,3%,-16%,4.5%,
O=C(COc1ccc2c(-c3ccccc3)cc(=O)oc2c1)NCCN1CCOCC1,nt,-9%,3%,-17%,7%,-0.3%,-12%,-3%,1.9%,
Oc1ccc(-c2n[nH]c(C(F)(F)F)c2-c2ccccc2)c(O)c1,-3.0%,-6%,6%,1%,nt,-1.5%,nt,2%,6.3%,
CCOC(=O)N1CCN(C(=O)c2ccc(CS(=O)c3ccccc3)o2)CC1 (stereo not drawn),nt,-11%,-2%,12%,-12%,0.1%,3%,3%,1.7%,
O=C(NC(Cc1ccccc1)C(=O)OCC(=O)N1CCc2ccccc21)c1ccco1 (stereo not drawn),nt,-2%,8%,-20%,5%,-0.2%,-4%,4%,3.2%,
COc1ccc(C(=O)CSc2nccc(=O)[nH]2)cc1,-0.8%,3%,4%,-16%,1%,-0.1%,2%,-8%,0.9%,
COc1cc2c(cc1OC)C(C)N(C(=O)CCNC(=O)c1ccccc1)CC2 (stereo not drawn),nt,-6%,5%,-4%,7%,0.2%,4%,-5%,0.8%,
CSCCC(NC(=O)C1CCCCC1)c1nc2ccccc2[nH]1 (stereo not drawn),nt,-11%,6%,1%,nt,-0.2%,nt,-9%,0.7%,
CN(C)CCOc1ccccc1-c1ccccc1,-1.8%,-6%,4%,1%,10%,-0.6%,-1%,10%,0.8%,
